# ALDH1A1 inh: inhibitors of human aldehyde dehydrogenase 1A1 | P00352 | Purified ALDH1A1, NADH fluorescence, propionaldehyde substrate | Potency, µM (highest dose often 75.3 µM), for the others: at the top dose activity, negative = inhibition, hits mostly inhibitors | actives 7.3% (n = 220,000); active means well fitted inhibition curve with a large enough effect, not every such curve was filed as active; inconclusive means small, poorly fitted or top-dose-only effect, or another doubt; inactive means no such curve, though single readings can be large or run the other way;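 further: plate controls were no enzyme wells and a reference inhibitor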
# Target sequence (P00352 whole entry, looked up): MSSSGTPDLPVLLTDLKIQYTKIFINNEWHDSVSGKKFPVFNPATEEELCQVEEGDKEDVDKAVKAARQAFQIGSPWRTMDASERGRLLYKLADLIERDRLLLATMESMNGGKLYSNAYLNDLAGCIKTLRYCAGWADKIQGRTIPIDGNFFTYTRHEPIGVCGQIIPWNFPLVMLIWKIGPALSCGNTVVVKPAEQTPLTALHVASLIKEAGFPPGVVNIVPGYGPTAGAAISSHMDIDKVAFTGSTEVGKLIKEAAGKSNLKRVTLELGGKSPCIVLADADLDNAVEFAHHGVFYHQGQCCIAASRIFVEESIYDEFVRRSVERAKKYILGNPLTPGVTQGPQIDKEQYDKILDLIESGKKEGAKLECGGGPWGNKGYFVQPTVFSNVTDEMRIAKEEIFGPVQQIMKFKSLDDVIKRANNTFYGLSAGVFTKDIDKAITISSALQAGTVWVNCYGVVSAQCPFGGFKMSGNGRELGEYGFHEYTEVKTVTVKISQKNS
# Tau fibril FP: tau fibrillization inhibition (FP) | P10636 | K18 P301L tau heparin fibrillization, Alexa594 FP, 6 h | Potency, µM (titrated, usually from 57.7 µM), for the others: at the highest dose activity, negative = inhibition, usual class: inhibitors | actives 0.39% (n = 280,000); further: on the % scale 0 is the no-effect control and ±100 the full control effect; nearly all actives have a fitted effect of over 55% in size
# Target sequence (P10636 561-689 P618L limits assumed): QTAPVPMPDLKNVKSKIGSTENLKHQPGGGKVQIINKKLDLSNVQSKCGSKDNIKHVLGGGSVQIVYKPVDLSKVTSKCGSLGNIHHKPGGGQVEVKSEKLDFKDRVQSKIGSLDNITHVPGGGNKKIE
#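 Heparin (20 uM) drove fibril formation of recombinant tau K18 P301L, 15 uM unlabeled with 0.24 uM Alexa 594 label, for 6 hr at 37 C in 100 mM sodium acetate pH 7. Fluorescence polarization (555/632 nm) read 1 hr after 30 uM ThT.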
# HTT ATP protect: Huntington cell model cytoprotection by ATP luminescence. PC12 HTT-Q103 induced, cytoprotection, ATP luminescence, 40 h. Potency, µM (top dose mostly 56.4 µM), for the others: cytoprotection (ATP increase), most hits filed as activators. actives 0.14% (n = 230,000);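 further: % of control where 0% means no effect; nearly all actives have a fitted effect of over 45% in size; toxic huntingtin expression switched on by the ecdysone agonist tebufenozide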
#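 PC12 cells with ecdysone-inducible HTT exon 1 Q103-GFP, induced with 100 nM tebufenozide and co-treated with library compounds in a dose series (1536-well, 1500 cells/well). Cytoprotection read as ATP content by ATPlite luminescence.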
# SMN2 splice up: increases expression of the SMN2 splice variant. Potency, µM (top dose mostly 46.1 µM), for inactives: top-dose activity change, positive = activation, most hits filed as activators. AID 1458. actives 2.8% (n = 210,000). HEK293 SMN2-luciferase splicing reporter, luminescence, 30-36 h; further: % of control where 0% means no effect; nearly all actives have a fitted effect of over 55% in size
#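 HEK293 cells carry an SMN2 minigene-luciferase reporter in which exon 7 inclusion puts luciferase in frame. Cells were seeded at 2000 cells/well, attached for 10-12 hours, then exposed to compounds for 30-36 hours at 37C before ONE-Glo luminescence.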
# JMJD2E inh: blocks human JMJD2E demethylase activity; B2RXH2; JMJD2E catalytic domain, FDH-coupled NADH fluorescence (FDH is formaldehyde dehydrogenase); Potency, µM (doses to about 57.1 µM), inactives show at the top dose activity change, negative = inhibition, most hits filed as inhibitors; actives 1.6% (n = 230,000); active means well fitted inhibition curve with a large enough effect, not every such curve was filed as active; inconclusive means small, poorly fitted or top-dose-only effect, or another doubt; inactive means no such curve, though single readings can be large or run the other way;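 further: 0% = wells with enzyme and -100% = buffer wells without enzyme; nearly all actives have a fitted effect of over 50% in size; many of its hits are not listed in these tables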
# Target sequence (B2RXH2 1-337 limits assumed): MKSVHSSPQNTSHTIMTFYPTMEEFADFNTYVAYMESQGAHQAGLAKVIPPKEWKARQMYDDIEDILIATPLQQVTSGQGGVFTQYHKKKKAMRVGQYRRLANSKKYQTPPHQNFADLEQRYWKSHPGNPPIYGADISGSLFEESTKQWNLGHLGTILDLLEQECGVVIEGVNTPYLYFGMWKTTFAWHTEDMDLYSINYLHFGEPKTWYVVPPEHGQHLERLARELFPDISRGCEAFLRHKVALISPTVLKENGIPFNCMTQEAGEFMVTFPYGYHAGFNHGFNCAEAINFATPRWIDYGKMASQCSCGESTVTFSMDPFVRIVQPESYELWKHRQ
# Tau fluor cs: counter-screen for tau fibril formation inhibitors; actives 0.93% (n = 280,000); tau K18 P301L Alexa594 fluorescence, heparin fibrillization; Potency, µM (highest dose often 57.7 µM), for inactives: at the highest dose activity change, negative = decrease; further: on the % scale 0 is the no-effect control and ±100 the full control effect; nearly all actives have a fitted effect of over 55% in size
#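 Human tau K18 P301L (15 uM unlabeled, 0.24 uM Alexa 594-labeled) in 100 mM sodium acetate pH 7 with 20 uM heparin, 6 hr at 37 C. ThT 30 uM added, 1 hr ambient; Alexa 594 FP and total fluorescence read at 555/632 nm.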
# HttQ103 aggreg: reduces HttQ103-GFP aggregates in PC12 cells; PC12 HttQ103-GFP aggregates, Acumen cytometry, 40 h; Potency, µM (top dose mostly 46.1 µM), for the others: at the highest dose activity change, negative = inhibition, hits mostly inhibitors; actives 1.1% (n = 220,000); further: on the % scale 0 is the no-effect control and ±100 the full control effect; nearly all actives have a fitted effect of over 60% in size
#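 Quantitative HTS on tebufenozide-induced (100 nM) PC12 cells stably expressing polyQ103 Huntingtin exon 1–GFP. Reduction of bright GFP aggregates, detected by laser scanning cytometry after lysis, identified actives across the titration.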
# Tau ThT inhib: blocks human tau fibril formation measured by thioflavin T. actives 2.1% (n = 270,000). recombinant tau K18 P301L (four-repeat tau fragment), heparin-induced fibrillization, ThT fluorescence. AID 1460. P10636. Potency, µM (doses to about 57.4 µM), without a hit: at the highest dose activity, negative = inhibition, actives largely listed as inhibitors; further: on the % scale 0 is the no-effect control and ±100 the full control effect; nearly all actives have a fitted effect of over 55% in size
#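 Heparin-induced (20 uM) aggregation of recombinant human K18 P301L tau, 15 uM unlabeled with 0.24 uM labeled, pH 7 acetate buffer, 6 hr at 37 C with compound. Fibrils quantified by 30 uM ThT fluorescence after 1 hr ambient incubation.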
# Active calls of the source: *; ? = inconclusive; nt = no result given; & = joins results of further samples; [ ] = remark or other dose. Unless noted, the call rests on the fitted dose curve; in most records, active means well fitted curve in the direction sought with a large enough effect; inconclusive means small, poorly fitted or top-dose-only effect, or another doubt; inactive means no such curve, though single readings can be large; an effect the other way counts as inactive or inconclusive. Potency means the concentration at half of the fitted maximal effect.
mol,ALDH1A1 inh,Tau fibril FP,HTT ATP protect,SMN2 splice up,JMJD2E inh,Tau fluor cs,HttQ103 aggreg,Tau ThT inhib
CC1(C)Nc2ccccc2N(Cc2ccc([N+](=O)[O-])cc2)C1=O,6%,-6%,-1%,-18%,3%,-2%,-5%,0%
CC(=O)Nc1cccc(NC(=O)CSc2nc(C)c(C)c(C)c2C#N)c1,10µM*,-12%,1%,25%,1%,-1%,-2%,-9%
CN(C1CCCC1)C1CCN(C(=O)CNC(=O)/C=C/c2cccc(C(F)(F)F)c2)CC1,-2%,-3%,-33%,-10%,1%,-7%,10%,-2%
Cc1nnc(SCc2ccc(CC(=O)O)cc2)o1,-5%,-1%,3%,-7%,7%,-3%,1%,-6%
CSc1nnc2c3ccccc3n(Cc3ccccc3)c2n1,-5%,-4%,31%,-7%,2%,-5%,-7%,-4%
COc1cc(/C=C2\SC(=Nc3c(C)n(C)n(-c4ccccc4)c3=O)NC2=O)ccc1O,-5%,-2%,27%[10 µM],-3%,-12%,-22%,?,?
O=C1COc2ccc(C(=O)COC(=O)C3CCN(S(=O)(=O)c4cccs4)CC3)cc2N1,-17%,-11%,-20%[10 µM],nt,?,-8%,4%,-6%
O=S(=O)(NCc1cccnc1)c1cccc2nsnc12,-7%,1%,-39%,-7%,6%,-11%,6%,-9%
COc1cc(OC)cc(C(=O)NC(=S)Nc2nc(-c3cc4ccccc4o3)cs2)c1,nt,-9%,-2%[10 µM],nt,8%,-21%,8%[9.22 µM],-11%
O=C(CN1CCN(c2ccccc2)CC1)Nc1cccc([N+](=O)[O-])c1,3%,8%,19%[10 µM],-4%,0%,-7%,14%,-1%
CCC(=O)N1c2ccc(S(=O)(=O)NCc3ccc(F)cc3)cc2CC1C (stereo unspecified),nt,-3%,nt,-50%[inhibitor],nt,-9%,nt,0%
COc1cc(C(=O)Nc2ccc(O)cc2)ccc1OC(C)=O,5%,7%,8%,15%,1%,-10%,0%,-18%
O=C1CCCN1CC1CCCN(Cc2nc(COc3ccccc3)no2)C1 (stereo unspecified),-2%,-4%,9%[10 µM],nt,-5%,-13%,11%[9.22 µM],-9%
Cc1ccc2cc(N)ccc2n1,2%,-3%,3%[10 µM],10%,32µM*,2%,-16%[9.22 µM],-10%
COc1ccc(N2C(=O)C3C(C2=O)C2C=CC3C23CC3)c(OC)c1 (stereo unspecified),4%,-7%,-40%[inhibitor],-1%,4%,-3%,21%,-2%
COc1ccccc1/C=C/C=N/n1c(-c2ccccn2)n[nH]c1=S,nt,1%,-12%[10 µM],nt,?,-16%,-11%[9.22 µM],?
CCOCCCNC(=O)CN1C(=O)COc2ccc(S(=O)(=O)N3CCCC3)cc21,nt,-1%,nt,-1%,nt,-4%,nt,-4%
COc1cccc(C2CC(C(F)(F)F)n3ncc(C(=O)Nc4c(C)n(C)n(-c5ccccc5)c4=O)c3N2)c1 (stereo unspecified),6%,-4%,-15%[1.9 µM],7%,10%,-11%,-16%,-13%
Cc1ccc(NC(=O)c2sccc2C)cc1S(=O)(=O)N(C)C,-8%,-1%,6%[10 µM],20%,-4%,-4%,7%,-1%
COc1ccc(NS(=O)(=O)c2ccc(O)c(NC(=O)c3cc4c(C)nn(-c5ccc(F)cc5)c4s3)c2)cc1,?,-12%,nt,0%,?,?,?,?
COc1ccc(C(=O)n2nc(C)cc2C)cc1OC,3%,-2%,-7%,10%,4%,-1%,27%,0%
CC(C)Cn1c(N)c(C(=O)COC(=O)c2cc(-c3ccccc3)nc3ccccc23)c(=O)n(C)c1=O,?,?,-9%,-39%&-27%[inhibitor],-11%&4%,?,-7%,-11%&-14%
O=C(CCCNS(=O)(=O)c1cccc2nsnc12)NCc1ccccc1,5µM*,4%,-8%,nt,4%,-11%,9%,-8%
CCCCNc1ccc2nsnc2c1[N+](=O)[O-],1%,?,-16%[10 µM],10%,3%,-12%,3%,?
CN(C)/C=C/c1onc(-c2ccccc2Cl)c1C#N,6.3µM*,5%,-41%[inhibitor],24%,?,-18%,25%,-13%
CCNc1nc(SCc2ccccc2)nc(N2CCOCC2)n1,-7%,-2%,-8%,6%,4%,-10%,-16%,-9%
COc1ccc2[nH]c(=O)c(CN(C(=O)c3cccnc3)c3cccc(C)c3)cc2c1,nt,5%,-2%[10 µM],nt,?,-1%,9%[9.22 µM],-1%
COc1ccc(CNC(=O)CS(=O)Cc2nc(-c3ccc(C)cc3)oc2C)cc1 (stereo unspecified),?,-5%,-5%,-10%,0%,-9%,11%,?
O=C(O)c1cccc2c1C(=O)N(C1CCCCC1)C2,4%,-2%,6%,-6%,-11%,-4%,-3%,-12%
COc1ccc(C2C(C#N)=C(N)Nc3nc4ccccc4n32)cc1 (stereo unspecified),7%,?,34%[10 µM],2%,?,-8%,29%,-4%
O=C(NNC(=O)c1ccncc1)c1ccncc1,12%[13.5 µM],-3%,-15%[10 µM],-11%[9.22 µM],2%,-7%,7%[9.22 µM],0%
CCOc1ccc(C(C(=O)Nc2ccc(F)cc2)N(C(=O)Cn2nnc3ccccc32)C2CC2)cc1 (stereo unspecified),1%,-1%,-51%[inhibitor],5%,-3%,-26%,-2%,-17%
O=C(NC(=S)Nc1ccc(S(=O)(=O)Nc2nccs2)cc1)c1ccccc1F,2µM*,-10%,7%,-62%[inhibitor],12%,-18%,13%,-5%
C=CCn1c(Cc2ccc(OC)cc2)nnc1SCC(=O)c1cccc([N+](=O)[O-])c1,?,9%,-15%,-33%[inhibitor],-6%,-19%,14%,?
COc1ccccc1Cn1c(-c2ccccc2OC)nc2ccccc21,-3%,-10%,-99%[inhibitor][10 µM],-8%,?,-8%,?,-13%
CCCCCSc1ncccc1C(=O)O,nt,-6%,15%[10 µM],nt,2%,0%,26%[9.22 µM],nt
CC(=O)c1noc(C)c1C(=O)Nc1nccs1,-7%,-1%,11%,4%,-5%,-8%,16%,-17%
CCCCOc1ccc(C2c3c(oc4ccccc4c3=O)C(=O)N2c2nc(C)c(C(=O)OCC)s2)cc1OC (stereo unspecified),nt,4%,nt,-7%,nt,-10%,nt,-11%
CCC(C)(C)n1nnnc1C(c1ccc(F)cc1)N1CCC(C(N)=O)CC1 (stereo unspecified),?,-3%,9%[10 µM],nt,-14%,-9%,0%[9.22 µM],-13%
CCCC(=O)Nc1nnc(Sc2ccc(N(C)C)cc2)s1,12%,3%,-33%[10 µM],-17%,-4%,-6%,-19%,7%
O=C(NCc1ccccc1)C12CC3CC(CC(C3)C1)C2,14%,1%,4%,-8%,-2%,-6%,-1%[9.22 µM],-11%
O=C(CN1CCOCC1)Nc1cc(C(F)(F)F)ccc1Cl,14%,7%,-45%[inhibitor],-12%,-4%,1%,-12%,2%
S=C(NCc1ccccc1)Nc1ccc(Cl)cc1,4%,-11%,40%[10 µM],nt,-2%,?,28%[9.22 µM],0%
Fc1ccc(CO/N=C2\CCCc3nonc32)cc1,3%,2%,-49%[inhibitor],21%,-6%,-2%,-12%,1%
CN1C(=O)C2(c3ccccc31)N(C)CC(c1ccccc1)C21SC(=S)N(Cc2ccco2)C1=O (stereo unspecified),5%,-9%,-12%,-33%[inhibitor],6%,-12%,-11%,5%
CC1CCN(Cc2ccc(NC(=O)CC3Oc4ccccc4NC3=O)cc2)CC1 (stereo unspecified),-9%,-3%,8%,10%,-11%,-8%,-8%,-5%
Cc1cccc(-c2cc(=O)c3cc(Br)ccc3o2)c1,-1%,2%,-58%[inhibitor][1.9 µM],nt,-9%,-14%,nt,?
COc1cccc(Sc2cc(N3CCOCC3)nc(-c3ccccc3)n2)c1,6%,-16%,26%,-8%,-7%,?,-27%,-16%
Cc1cc(/C=C2\SC(=O)N(CC(=O)Nc3ccccc3F)C2=O)c(C)n1C,?,-3%,-16%,0%,-20%,?,-2%,-18%
CSc1nnc(-c2ccccc2)c(-c2ccccc2)n1,nt,-11%,2%[10 µM],nt,1%,-8%,-11%[9.22 µM],-2%
N#C/C(=C/c1ccccc1[N+](=O)[O-])C(=O)NCc1ccco1,-14%,-6%,-4%[10 µM],9%,-24%,-24%,?,?
O=C(Nc1nc2c(c(=O)[nH]1)CCCC2)C1CC1,-15%,?,7%,1%,5%,-3%,6%,-1%
O=C(CNC(=O)c1ccccc1)N/N=C/c1cn[nH]c1-c1ccccc1,-3%,-7%,-8%[10 µM],-12%,0%,-6%,-16%,-4%
CCc1ccccc1NC(=O)Cn1ncc2c(C)n(Cc3ccccc3F)c(C)c2c1=O,nt,4%,nt,-1%,nt,0%,nt,-3%
CCC(=O)Nc1sc2c(c1C#N)CCC2,-6%,2%,-40%,-5%,-1%,-14%,2%,-11%
COc1cccc(C(=O)Nc2sc3c(c2C#N)CCN(C(C)=O)C3)c1,8.9µM*,-8%,-78%[inhibitor],-27%,-13%,-11%,-10%,?
CCOC(=O)c1ccc(N2C(=O)c3n[nH]c(-c4cccs4)c3C2c2cccc(OC)c2)cc1 (stereo unspecified),nt,?,nt,-61%[inhibitor],nt,?,nt,1%
CCOCCCNC(=O)C(NC(=O)c1ccc(=O)[nH]c1)c1ccc(C)cc1 (stereo unspecified),0%,8%,13%,-7%,-9%,-3%,19%,0%
O=C(CSCC(=O)N1CCCCC1)Nc1nc(-c2ccccc2)c(-c2ccccc2)s1,?,-15%,nt,-37%[inhibitor],?,-27%,-10%,-17%
c1coc(C2=Nc3cccc4cccc(c34)N2)c1,?,6%,11%[10 µM],-37%[inhibitor],-7%,4%,23%[9.22 µM],3%
NC(=O)c1cnn(-c2ccc3ccccc3c2)c1N,1%,0%,-52%[inhibitor],18µM*,3%,0%,1%,0%
CCc1ccc(NC(=O)c2cnn(-c3ccccc3)c2C2CCNCC2)cc1,4%,2%,-22%,-4%,-1%,-17%,?,-15%
CC(C)c1ccccc1NC(=O)CSc1nnc(COc2ccccc2Cl)o1,nt,0%,nt,3%,nt,-7%,nt,-2%

# The list is partial; rates above refer to the full screens.
